Screening results as filed in PubChem.
M1 PAM: positive allosteric modulators of human M1 muscarinic receptor. CHO-K1 hM1, Fluo-8 calcium fluorescence, ACh EC20; 0% = ACh EC20, 100% = maximal ACh. 0.088% of 360,000 active. P11229. activation, % at 3 µM; in the data active = activation above about 19%, passing the limit was not always enough
Target sequence (P11229 whole entry, looked up): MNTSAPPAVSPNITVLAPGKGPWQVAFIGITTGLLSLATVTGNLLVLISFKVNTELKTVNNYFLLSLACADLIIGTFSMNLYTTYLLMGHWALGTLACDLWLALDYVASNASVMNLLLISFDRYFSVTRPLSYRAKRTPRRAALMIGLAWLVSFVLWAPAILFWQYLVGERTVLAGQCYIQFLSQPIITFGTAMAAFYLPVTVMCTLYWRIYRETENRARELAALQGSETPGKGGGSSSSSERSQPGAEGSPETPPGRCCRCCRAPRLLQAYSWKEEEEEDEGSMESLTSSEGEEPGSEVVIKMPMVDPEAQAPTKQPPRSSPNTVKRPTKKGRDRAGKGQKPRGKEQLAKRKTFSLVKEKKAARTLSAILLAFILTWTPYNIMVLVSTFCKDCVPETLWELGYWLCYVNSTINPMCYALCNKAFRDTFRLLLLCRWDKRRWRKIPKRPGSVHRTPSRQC
M5 ag: CHRM5 agonism in calcium assay | P08912 | CHO-K1 hM5 cells, Fluo-8 calcium fluorescence; 0% DMSO wells, 100% maximal acetylcholine response | activation, % at 3 µM | 0.19% of 360,000 active | AID 624037;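 active = activation above the run's mean over test compounds plus 3 SD, cut at about 23% in these data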;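 note: signal is peak over basal fluorescence ratio across the kinetic read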
Target sequence (P08912 whole entry, looked up): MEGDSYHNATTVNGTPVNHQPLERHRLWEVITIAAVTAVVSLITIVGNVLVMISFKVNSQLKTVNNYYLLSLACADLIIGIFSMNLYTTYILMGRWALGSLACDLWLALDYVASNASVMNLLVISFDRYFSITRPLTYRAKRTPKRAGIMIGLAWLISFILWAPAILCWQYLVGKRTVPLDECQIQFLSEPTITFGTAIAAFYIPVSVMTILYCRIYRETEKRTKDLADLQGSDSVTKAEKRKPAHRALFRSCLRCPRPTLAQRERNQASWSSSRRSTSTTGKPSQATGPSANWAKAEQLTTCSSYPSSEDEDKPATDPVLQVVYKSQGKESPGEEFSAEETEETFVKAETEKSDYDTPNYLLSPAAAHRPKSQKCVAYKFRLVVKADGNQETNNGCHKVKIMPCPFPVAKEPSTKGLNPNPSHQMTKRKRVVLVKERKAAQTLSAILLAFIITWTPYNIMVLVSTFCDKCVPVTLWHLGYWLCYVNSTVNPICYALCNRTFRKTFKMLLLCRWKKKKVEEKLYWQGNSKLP
CRFR2-BP antag: antagonists of CRF-binding protein/CRF-R2 receptor complex | HEK293 CRF-R2/CRF-BP, CRF-induced calcium fluorescence | inhibition, % at 11.8 µM | AID 588475 | 0.59% of 350,000 active;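 active = inhibition of the ligand-induced calcium signal above about 50% at the single tested concentration, limit read from the data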
M5 PAM: positive allosteric modulators of human muscarinic M5 receptor. CHO-K1 hM5, Fluo-8 calcium, ACh EC20 PAM; 0% = ACh EC20, 100% = ACh EC100. 0.3% of 360,000 active. activation, % at 3 µM. P08912;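 active = activation above the run cutoff, the mean activation of all test compounds plus 3 SD, cut at about 18% in these data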
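Measured by: Fluo-8 calcium fluorescence; material: human M5 receptor in CHO-K1 cells; schedule: Post-acetylcholine fluorescence recording 140 s; benchmarks: low control EC20 acetylcholine (0%), high control EC100 acetylcholine (100%); read-out: Max/basal fluorescence ratio as % of EC20–EC100 ACh window; compound: single dose, 3 µM nominal final test concentration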
M4 ag: CHRM4 agonism in calcium assay; P08173; CHO-K1 hM4/Gqi5, Fluo-8 calcium fluorescence; vehicle 0%, full acetylcholine response 100%; activation, % at 3 µM; 0.14% of 360,000 active;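 active = activation above the run mean over all test wells plus 3 SD, cut at about 32% in these data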;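 note: peak over basal fluorescence ratio per well then scaled between controls; 0% = DMSO wells and 100% = acetylcholine at EC100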
M4 PAM: positive allosteric modulators of human muscarinic M4 receptor | CHO-K1 hM4/Gqi5, Fluo-8 calcium fluorescence, ACh EC20; 0% = ACh EC20, 100% = maximal ACh | activation, % at 3 µM | 0.4% of 360,000 active;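 active = activation above its plate's cutoff, the mean activation of sample wells plus 3 SD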; note: some results filed as inactive read as strong as hits
M5 antag: antagonists of human muscarinic M5 receptor (CHRM5); P08912; inhibition, % at 3 µM; 0.59% of 360,000 active; CHO-hM5 cells, Fluo-8 calcium fluorescence, ACh EC80;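 active = inhibition above a per-plate cutoff, the mean of that plate's test compounds plus 3 SD, cut at about 27% in these data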;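 note: 0% = acetylcholine EC80 with DMSO and 100% = DMSO without agonist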
CRFBP-R2 agonist: CRF-BP/CRF-R2 complex agonism. HEK293 CRF-R2/CRF-BP, calcium dye fluorescence (FLIPR); percent of saturating CRF peptide response. activation, % at 13.2 µM. 0.46% of 350,000 active;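 active = activation of at least 50%, plus an integration ratio under a set limit after plate pattern correction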;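 note: plate controls were neutral control wells without compound for no effect and CRF at EC100 for full effect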
CHRM4 antagonist: antagonists of human muscarinic M4 receptor (CHRM4); CHO-hM4 cells, ACh EC80, Fluo-8 calcium fluorescence; 0.73% of 360,000 active; inhibition, % at 3 µM; P08173;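 active = inhibition above its plate's cutoff, the mean inhibition of sample wells plus 3 SD, cut at about 27% in these data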;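 note: 0% = acetylcholine EC80 with DMSO and 100% = DMSO without agonist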
Numbers without * were called inactive; · = not tested or not shown. Hits appear at their usual frequency; about 2.6% have a hit in one of these screens.

SMILES	M1 PAM	M5 ag	CRFR2-BP antag	M5 PAM	M4 ag	M4 PAM	M5 antag	CRFBP-R2 agonist	CHRM4 antagonist
O=S1(=O)CCN(Cc2ccccn2)CC1	1	-1	10	1	0	7	2	-1.5	-6
C(=NN1CCCCCC1)c1ccccc1	7	1	-8	4	1	4	16	-1.0	-7
O=C(CNS(=O)(=O)c1ccccc1)N/N=C/c1ccncc1	2	3	1	-4	0	0	4	-0.9	3
COC(=O)c1ccc2nc(-c3cccc(Br)c3)c(CC3CCCCC3)n2c1	·	2	·	-2	0	8	-2	·	-14
Cc1ccc(NS(=O)(=O)c2cc(N)ccc2Cl)c(C)c1	5	-3	6	-4	0	-9	11	-6.5	0
Cc1nc2ccccn2c1C(=O)N/N=C/c1ccccc1[N+](=O)[O-]	7	4	0	8	2	10	5	-1.8	-1
CCc1nc2oc3ccccc3c(=O)c2c(=O)n1Cc1ccccc1	7	1	5	-6	0	-5	4	-1.8	0
COc1cc2c(cc1OC)CN(C(=S)Nc1ccc(C)cc1C)CC2	7	-3	23	-5	1	4	13	-1.5	-1
Cc1ccc(SCC(=O)Nc2cccnc2)cc1	4	0	0	-4	2	6	-1	-2.4	17
O=C(COC(=O)c1ccc(-c2ccc([N+](=O)[O-])cc2)o1)NC(=O)NC12CC3CC(CC(C3)C1)C2	-3	-2	-37	-13	1	-4	6	1.4	5
Cn1c(NC(=O)c2ccc(Cl)s2)cc(=O)n(C)c1=O	0	-3	7	-1	1	10	-4	3.5	-16
COc1cc(Cl)ccc1OCc1cc(C(=O)N2C[C@]3(C)C[C@H]2CC(C)(C)C3)no1	-1	-4	6	-5	2	-8	6	15	-4
O=C(Nc1cccc([N+](=O)[O-])c1)c1ccncc1	8	-2	7	0	1	11	-1	1.4	-7
CN1CCC(=O)N([C@H](CO)c2ccccc2)CC1	13	-7	5	0	2	9	9	-1.3	-4
Cc1ccc(-c2csc(N(CC3CCCO3)C(=O)c3ccco3)n2)cc1 (stereo unspecified)	15	0	-19	12	0	8	-2	-2.1	1
CC(C)=CCOc1ccc2c(C)c(CCC(=O)N3C[C@H]4C[C@@H](C3)c3cccc(=O)n3C4)c(=O)oc2c1C	0	-4	·	-5	1	1	2	·	-14
C[C@H](CO)N1C[C@H](C)[C@@H](CN(C)Cc2ccncc2)Oc2c(NC(=O)C3CC3)cccc2C1=O	8	-1	2	8	1	7	1	-1.2	-9
NCCCC[C@H]1CN=C(N)N1CCCCC1CCCCC1	-22	-8	4	3	1	-5	-4	-1.6	5
CCOc1ccc(C(=O)NC2CC(C)(C)NC(C)(C)C2)cc1	10	-2	-7	2	1	-1	9	-0.1	-6
COCCCNC(=S)N(CCN(C)C)Cc1cc2cc3c(cc2[nH]c1=O)OCCO3	1	-1	4	3	1	1	0	0.2	4
CC1(CO)CCCC1NCCNC1CCCC1(C)CO (stereo unspecified)	4	1	·	0	1	7	0	·	1
CC(=O)CSc1nnc(NC(=O)CCc2ccccc2)s1	12	-3	4	11	2	5	-4	0.3	-3
CC(C)(C)Sc1ccc([N+](=O)[O-])cc1C(=O)Nc1ccncc1	10	0	-7	8	0	0	1	-1.0	-12
O=C(CCN1C(=O)/C(=C\c2ccccc2F)SC1=S)Nc1ccc(C(=O)O)c(O)c1	8	-3	·	11	0	4	-6	·	9
CCc1ccc(N(CC(=O)NC2CCCCC2)C(=O)CCC(=O)Nc2ccccn2)cc1	12	0	-3	-1	1	-2	7	0.8	-10
Brc1ccc2ncnc(NCc3cccnc3)c2c1	14	6	-7	2	4	-7	6	0.8	-7
C=CCOC(=O)C1=C[C@H](c2coc3ccccc3c2=O)C[C@H](OCCCCO)O1	8	5	4	-2	-2	2	12	0.5	8
CCOCCOC(=O)c1cccc2c1-c1ccccc1C2=O	10	-2	10	1	5	1	6	-1.5	-2
COc1cccc(S(=O)(=O)Nc2ccc3c(c2)OCCO3)c1	14	0	6	-8	4	-6	-2	-2.2	-5
CCC(=O)N/N=C(\C)CC(=O)Nc1ccccc1-c1ccccc1	-1	0	-2	-4	0	-5	3	1.3	3
CCN1CCN(c2ccc(S(=O)(=O)N3CCCCC3)cc2NC(=O)Cc2ccccc2F)CC1	-2	0	-6	-2	1	-9	1	1.7	-4
O=C(OCc1ccccc1)N1CCC2CC1c1cc(N3CCN(S(=O)(=O)c4cc(Cl)cc(Cl)c4)CC3)ccc12 (stereo unspecified)	9	0	6	3	0	3	-5	0.3	-1
O=C1C=C(c2ccc3c(c2)OCO3)C[C@@H](c2ccc(F)cc2)C1	9	0	0	2	2	6	12	0.3	6
COC(=O)[C@H](Cc1c[nH]c2ccccc12)NC(=O)CCCc1c[nH]c2ccccc12	2	4	-25	-8	22	-10	14	3.3	8
Cc1ccc(S(=O)(=O)N(Cc2ccc(Cl)cc2)c2ccccc2C(=O)O)cc1	21	-1	-16	-2	-1	5	6	-1.5	-15
CN(C)C(=O)c1cc(C(=O)c2ccccc2)c[nH]1	8	-4	4	-2	1	0	6	-3.7	-3
COc1ccccc1N1C(=O)c2cccc3c(Cl)ccc(c23)C1=O	1	0	5	3	1	-3	4	-0.7	6
CCOc1ccc(-c2noc(-c3ccncc3)n2)cc1OCC	8	-1	2	8	1	3	-7	-2.9	-3
COc1ccccc1CNC(=O)COC(=O)c1c[nH]c2ccccc12	2	-3	-7	-5	14	9	2	-0.1	-12
CC[C@]12C(=O)N(C)C[C@H]([C@@H]3C(=O)N(C)C(=O)[C@@H]31)N2C(=O)c1ccc(Cl)c(Cl)c1	12	-2	8	9	3	8	12	-0.6	2
CCOC(=O)c1c(NC(C)=O)sc2c(OCCN(CC)CC)c(Br)ccc12	6	1	-21	-6	1	-4	5	1.6	-2
Cc1csc(NC(=O)Cc2c[nH]c3ccccc23)n1	-1	3	49	-1	3	0	-2	0.0	13
Cc1cc(NS(=O)(=O)c2ccc(NC(=O)CCCOc3ccccc3)cc2)no1	11	0	-7	1	0	2	-2	0.3	2
CCOC(=O)C1=C(C)NC(=O)C(C#N)C1c1ccncc1 (stereo unspecified)	0	2	-6	-3	1	0	1	-3.3	1
NS(=O)(=O)c1ccc2c(c1)oc(=O)c1cc(S(N)(=O)=O)ccc12	-2	-1	3	-6	1	1	-6	0.0	-5
O=C(O)CN(c1ccccc1)S(=O)(=O)c1cc(C(F)(F)F)cc(C(F)(F)F)c1	15	-4	9	1	0	-3	5	-2.6	3
CCOC(=O)c1ccc(CNC(=O)C2CCC(=O)N(CCc3ccccc3)C2)o1 (stereo unspecified)	2	-2	-1	1	5	-3	-13	-0.6	-7
COc1cc(OC)c(NC2c3ccccc3C(=O)N2c2cc(C)ccn2)cc1Cl (stereo unspecified)	5	-2	-30	-1	0	1	-1	-4.5	-13

Ordered by SMILES length (rising): part of the list above.
SMILES	M1 PAM	M5 ag	CRFR2-BP antag	M5 PAM	M4 ag	M4 PAM	M5 antag	CRFBP-R2 agonist	CHRM4 antagonist
Cc1csc(NC(=O)Cc2c[nH]c3ccccc23)n1	-1	3	49	-1	3	0	-2	0.0	13
CN(C)C(=O)c1cc(C(=O)c2ccccc2)c[nH]1	8	-4	4	-2	1	0	6	-3.7	-3
CCOC(=O)C1=C(C)NC(=O)C(C#N)C1c1ccncc1 (stereo unspecified)	0	2	-6	-3	1	0	1	-3.3	1
COc1ccccc1CNC(=O)COC(=O)c1c[nH]c2ccccc12	2	-3	-7	-5	14	9	2	-0.1	-12
COc1ccccc1N1C(=O)c2cccc3c(Cl)ccc(c23)C1=O	1	0	5	3	1	-3	4	-0.7	6
CCOC(=O)c1c(NC(C)=O)sc2c(OCCN(CC)CC)c(Br)ccc12	6	1	-21	-6	1	-4	5	1.6	-2
COc1cc(OC)c(NC2c3ccccc3C(=O)N2c2cc(C)ccn2)cc1Cl (stereo unspecified)	5	-2	-30	-1	0	1	-1	-4.5	-13
CCOC(=O)c1ccc(CNC(=O)C2CCC(=O)N(CCc3ccccc3)C2)o1 (stereo unspecified)	2	-2	-1	1	5	-3	-13	-0.6	-7
Cc1ccc(S(=O)(=O)N(Cc2ccc(Cl)cc2)c2ccccc2C(=O)O)cc1	21	-1	-16	-2	-1	5	6	-1.5	-15
O=C(O)CN(c1ccccc1)S(=O)(=O)c1cc(C(F)(F)F)cc(C(F)(F)F)c1	15	-4	9	1	0	-3	5	-2.6	3
COC(=O)[C@H](Cc1c[nH]c2ccccc12)NC(=O)CCCc1c[nH]c2ccccc12	2	4	-25	-8	22	-10	14	3.3	8
O=C(OCc1ccccc1)N1CCC2CC1c1cc(N3CCN(S(=O)(=O)c4cc(Cl)cc(Cl)c4)CC3)ccc12 (stereo unspecified)	9	0	6	3	0	3	-5	0.3	-1
CC[C@]12C(=O)N(C)C[C@H]([C@@H]3C(=O)N(C)C(=O)[C@@H]31)N2C(=O)c1ccc(Cl)c(Cl)c1	12	-2	8	9	3	8	12	-0.6	2

(list continues)
SMILES	M1 PAM	M5 ag	CRFR2-BP antag	M5 PAM	M4 ag	M4 PAM	M5 antag	CRFBP-R2 agonist	CHRM4 antagonist
CC(C)c1ccc(OCCCN2CCCC2)cc1	-8	-6	-10	-6	6	-9	2	-1.0	-5
COc1cccc(C(=O)N2CCN(C(=O)COc3ccc4ccccc4c3)CC2)c1	2	0	-1	-5	7	-1	7	-2.1	2
CCc1ccc(NC(=O)Cn2nnc(C(=O)NCCc3ccc(OC)c(OC)c3)c2N)cc1	14	-1	-18	5	-1	7	2	7.5	0
CN(c1ccccc1)S(=O)(=O)c1cccc(NC(=O)CSc2nccc(=O)[nH]2)c1	-3	-3	2	-8	0	-3	17	-2.2	2
Nn1c(SCC(=O)NC2CCCCC2)nnc1-c1ccc(Cl)cc1	4	-2	-8	2	1	-3	1	0.2	9
CSc1nc(N(CCO)CCO)c2sc3nc(-c4ccco4)c4c(c3c2n1)CCC4	-4	2	9	1	2	-4	-3	-1.6	2
O=S1(=O)CC(N2CCN(c3ncccn3)CC2)CN1Cc1ccc(F)cc1 (stereo unspecified)	14	1	·	-5	0	1	9	·	-12
CCO[C@H]1OC(C(=O)N2CCCCCCC2)=C[C@@H](c2ccc(C(F)(F)F)cc2)[C@@H]1CCCO	8	1	1	5	-1	11	16	-3.6	-8
